TLR9-MyD88 block: inhibitors of TLR9-MyD88 association in cells, primary screen, cell-based, CHO, BLA complementation, fluorescence; CCF4 FRET ratio; Toll-like receptor 9 (Homo sapiens) + Myeloid differentiation primary response protein …; inhibition, % at 4.98 µM; 0.21% of 340,000 active;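 active means inhibition above the mean over all tested compounds plus 3 SD, cut at about 21% in these data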;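 further: 0% = DMSO only wells and 100% = clavulanate BLA inhibitor control wells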
LMP1 NFkB inh: EBV LMP1-driven NF-kappaB luciferase reporter inhibitors, primary screen, cell-based, luminescence, single point; LMP1-induced NF-kappaB luciferase reporter cells; inhibition, % at 12.5 µM; 0.69% of 350,000 active; AID 504558, 2011; in the data active means inhibition above about 41%;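 further: 0% = neutral control wells and 100% = reference inhibitor control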
NCOA2 inhibitor: inhibition of GAL4-SRC2 driven luciferase reporter, primary screen, SRC2 inhibitor project, cell-based, luminescence | Nuclear receptor coactivator 2 (Homo sapiens), Q15596 | HEK293 GAL4-SRC2 luciferase reporter | inhibition, % at 9 µM | 0.17% of 370,000 active;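 active means inhibition above the mean inhibition of all tested compounds plus 3 SD, set per campaign, cut at about 52% in these data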;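 further: 0% = DMSO treated cells and 100% = cells given Gossypol at 36 µM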
NCOA3 inh: SRC3 coactivator transcriptional activity inhibitors, primary screen, cell-based, luminescence. AID 588352, 2011. inhibition, % at 3.6 µM. Nuclear receptor coactivator 3 (Homo sapiens), Q9Y6Q9. HEK293 GAL4-SRC3 luciferase reporter. 0.17% of 360,000 active;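 active means inhibition above a per-campaign cutoff, the mean of all compounds plus 3 SD, cut at about 60% in these data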;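 further: 0% = DMSO-treated cells and 100% = gossypol-treated cells at 36 µM; higher means less SRC3-driven luciferase light from the GAL4 reporter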
TROY signal inh: inhibitors of TROY-driven NF-kB signaling, primary screen, Q293 LMP1-TROYcd cells, NF-kB luciferase, uHTS; Q293 LMP1-TROYcd NF-kB luciferase reporter, 4 h; inhibition, % at 10 µM; 0.98% of 360,000 active;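 active means compounds whose plate-normalised and pattern-corrected inhibition of the luciferase reporter signal at the single screening dose is 50% or more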
NOD2 RIPK2 PPI: NOD2-RIPK2 binding disruptors in cells, primary screen, fluorescence, CHO cells, BLA complementation. Receptor-interacting serine/threonine-protein kinase 2 (Homo sapiens), O43353. CCF4 ratio. inhibition, % at 4.98 µM. 0.38% of 360,000 active; in the data active means inhibition above about 21%;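 further: 0% = vehicle only and 100% = reference blocker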
Target sequence (O43353 whole entry, looked up): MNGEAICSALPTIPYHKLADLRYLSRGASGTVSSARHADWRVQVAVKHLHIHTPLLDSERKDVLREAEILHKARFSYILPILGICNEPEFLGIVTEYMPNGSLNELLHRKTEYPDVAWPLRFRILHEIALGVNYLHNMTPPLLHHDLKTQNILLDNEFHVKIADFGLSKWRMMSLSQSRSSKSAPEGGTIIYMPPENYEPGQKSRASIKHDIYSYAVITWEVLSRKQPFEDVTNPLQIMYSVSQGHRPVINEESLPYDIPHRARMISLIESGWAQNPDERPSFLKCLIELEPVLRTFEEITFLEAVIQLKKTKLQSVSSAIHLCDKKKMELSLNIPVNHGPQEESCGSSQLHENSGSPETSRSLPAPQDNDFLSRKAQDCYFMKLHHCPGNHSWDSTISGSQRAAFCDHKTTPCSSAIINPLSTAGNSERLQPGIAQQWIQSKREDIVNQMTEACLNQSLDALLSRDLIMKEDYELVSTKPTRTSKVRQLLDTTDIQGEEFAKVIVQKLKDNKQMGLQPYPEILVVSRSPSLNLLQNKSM
NR2F2 inh: NR2F2 transcriptional activity inhibitors, primary screen, cell-based, luciferase reporter, HEK293T, luminescence. COUP transcription factor 2 (Homo sapiens), P24468. HEK293T NGFI-A luciferase reporter. inhibition, % at 8.6 µM. 0.7% of 370,000 active. AID 686940, 2013;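 active means inhibition above a per-plate cutoff, mean inhibition of test wells between control levels plus 3 SD, cut at about 38% in these data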;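 further: cells cotransfected with COUP-TFII expression vector driving the NGFI-A reporter; 0% = median of COUP-TF2 test wells and 100% = reporter-only cells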
Target sequence (P24468 whole entry, looked up): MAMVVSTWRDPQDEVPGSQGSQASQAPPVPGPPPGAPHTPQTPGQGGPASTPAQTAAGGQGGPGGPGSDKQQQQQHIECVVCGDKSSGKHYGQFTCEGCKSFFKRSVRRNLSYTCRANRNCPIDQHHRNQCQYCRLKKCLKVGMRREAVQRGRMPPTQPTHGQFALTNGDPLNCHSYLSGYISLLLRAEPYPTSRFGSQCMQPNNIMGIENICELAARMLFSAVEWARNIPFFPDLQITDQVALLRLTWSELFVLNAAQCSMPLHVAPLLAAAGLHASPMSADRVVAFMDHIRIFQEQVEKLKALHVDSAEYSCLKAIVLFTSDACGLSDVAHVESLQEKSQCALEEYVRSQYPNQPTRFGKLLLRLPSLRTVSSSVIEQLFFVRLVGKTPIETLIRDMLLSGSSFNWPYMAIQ
LRH-1 inv ag: LRH-1 (NR5A2) inverse agonists, primary screen, cell-based, luminescence, HEK293T, StAR-luciferase reporter; LRH-1 transfected, 24 h; inhibition, % at 3.6 µM; 0.13% of 360,000 active;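 active means inhibition above the mean inhibition of all tested compounds plus 3 SD, cut at about 73% in these data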;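 further: 0% = DMSO wells and 100% = reporter-only cells lacking LRH-1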
SRC1 inh: SRC1 coactivator transcriptional activity inhibitors, primary screen, cell-based, luminescence; Nuclear receptor coactivator 1 (Homo sapiens), Q15788; HEK293 GAL4-SRC1 luciferase reporter; inhibition, % at 3.6 µM; 0.12% of 360,000 active; AID 588354, 2011;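 active means inhibition above the campaign mean plus 3 SD, with each screening campaign given its own cutoff, cut at about 60% in these data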;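 further: 0% = DMSO treated cells and 100% = gossypol at 36 µM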
TRAIL sens C8: viability loss with TRAIL in NB7+C8 cells, primary screen, TRAIL sensitizer project, cell-based, ATPlite luminescence. inhibition (viability loss, TRAIL sensitization), % at 10 µM. 1% of 360,000 active. AID 624354, 2012;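 active means compounds causing at least 50% loss of cell viability in the single-dose screen, relative to plate controls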
Vif inh: HIV Vif self-association inhibitors, primary screen, imaging, HEK293T, single point | HEK293T cells, Vif self-association by quenched fluorescence, 24 h | inhibition, % at 7.49 µM | 0.35% of 340,000 active; in the data active means inhibition above about 50%, passing the limit was not always enough; further: some results filed as inactive read as strong as hits
* hit, by the source's call; . = no result given.

1	C=CCn1c(SCc2c(C(=O)OC)sc(N)c2C(=O)OC)nnc1-c1ccc(Cl)cc1
2	CCc1ccc(-c2nc(SCC(=O)N(C)C3CCS(=O)(=O)C3)n[nH]2)cc1 (stereo not drawn)
3	COC(=O)c1ccccc1OCCOCCOc1cccc2ccc(C)nc12
4	CCc1ccccc1NC(=O)CCN1C(=O)c2ccccc2C1=O
5	CN(C(=O)c1ccc(NC(=O)Cc2ccc(NC(=O)C3CCCN(S(=O)(=O)c4cccc([N+](=O)[O-])c4)C3)cc2)cc1)C1CCCC1 (stereo not drawn)
6	Cc1cc(N2CCOCC2)c(F)cc1C(=O)c1ccccc1
7	O=C(O)COCC(=O)Nc1ccc(-n2cnnn2)cc1
8	COc1cc(NC(=O)/C=C/c2ccccc2[N+](=O)[O-])cc(OC)c1

entry no.,1,2,3,4,5,6,7,8
NOD2 RIPK2 PPI,5,-4,-3,-8,2,-8,-3,0
LRH-1 inv ag,16,-3,2,1,5,-6,-18,-15
LMP1 NFkB inh,1,3,5,12,-8,-21,3,-6
NR2F2 inh,7,8,-4,-12,-17,7,15,-21
TROY signal inh,0,-18,2,-6,-8,-10,-23,-11
NCOA2 inhibitor,7,-47,2,7,-13,-10,-11,5
TLR9-MyD88 block,-4,1,0,-1,11,-7,9,11
Vif inh,.,-1,4,-20,-4,-6,13,-1
TRAIL sens C8,9,35,-1,6,-10,-5,-1,1
SRC1 inh,3,-28,-21,-1,-6,-105,-10,-14
NCOA3 inh,2,-7,24,17,15,-1,2,-6

9	CN1C(=O)S/C(=C/c2cccn2-c2cccc(C(=O)O)c2)C1=O
10	O=C1C(Cc2ccccc2)NC(=S)N1c1ccccc1 (stereo not drawn)
11	COc1ccc(Cc2nnc(NC(=O)c3cccc(C)c3)s2)cc1
12	COc1ccc(NC(=S)NC2CCCCC2)cn1
13	C/C=C/C1=CC(=O)C[C@H](c2ccc(F)cc2)C1
14	C[C@H](NC(=O)c1ccc(C(C)(C)C)cc1)C(=O)N1CCN(C/C=C/c2ccccc2)CC1
15	O=S(=O)(Nc1ccc(Cl)cn1)c1cccs1
16	COc1ccc(CN2CC(=O)N(c3ccc(Cl)cc3)C2=S)cc1OC

entry no.,9,10,11,12,13,14,15,16
NOD2 RIPK2 PPI,-7,3,6,-5,8,15,-1,-5
LRH-1 inv ag,-1,4,8,-3,-22,30,12,-1
LMP1 NFkB inh,-6,-6,-5,-1,-2,0,2,4
NR2F2 inh,-6,-16,-8,-11,-3,15,-20,0
TROY signal inh,-10,5,-7,-68,-9,26,-15,-15
NCOA2 inhibitor,-28,12,3,-11,6,19,-4,-54
TLR9-MyD88 block,-1,-4,18,3,19,3,-6,-1
Vif inh,13,-10,-1,-3,-1,-18,6,-3
TRAIL sens C8,3,10,-3,4,-7,-4,21,10
SRC1 inh,0,-11,-15,-52,-6,1,-2,0
NCOA3 inh,3,3,18,1,-12,16,-2,-13

Shown field by field: part of the list above.
9. CN1C(=O)S/C(=C/c2cccn2-c2cccc(C(=O)O)c2)C1=O
  NOD2 RIPK2 PPI = -7; LRH-1 inv ag = -1; LMP1 NFkB inh = -6; NR2F2 inh = -6; TROY signal inh = -10; NCOA2 inhibitor = -28; TLR9-MyD88 block = -1; Vif inh = 13; TRAIL sens C8 = 3; SRC1 inh = 0; NCOA3 inh = 3
14. C[C@H](NC(=O)c1ccc(C(C)(C)C)cc1)C(=O)N1CCN(C/C=C/c2ccccc2)CC1
  NOD2 RIPK2 PPI = 15; LRH-1 inv ag = 30; LMP1 NFkB inh = 0; NR2F2 inh = 15; TROY signal inh = 26; NCOA2 inhibitor = 19; TLR9-MyD88 block = 3; Vif inh = -18; TRAIL sens C8 = -4; SRC1 inh = 1; NCOA3 inh = 16

(more compounds)
17	Cc1cnc(NC(=O)c2sc(Nc3ccccc3)nc2N)o1
18	CCN(CC)c1ccc(/C=N/NC(=O)c2cccc(S(=O)(=O)N3CCOCC3)c2)c(O)c1
19	CC(C)c1cc(C(C)C)c(S(=O)(=O)N2CCNCC2)c(C(C)C)c1
20	O=C(CCc1c[nH]c2ccccc12)NCCc1ccc(Cl)cc1
21	CCOc1ccc(CC(=O)Nc2c3c(nn2C(C)(C)C)CS(=O)(=O)C3)cc1
22	Cc1ccccc1CNC(=O)c1ccc(CSCc2ccccc2)cc1
23	Cc1cc(NC(=O)COC(=O)c2oc3c(ccc4ccccc43)c2C)no1
24	Cn1c(=S)ccc2ccccc21

entry no.,17,18,19,20,21,22,23,24
NOD2 RIPK2 PPI,-4,14,1,-10,0,-8,-11,7
LRH-1 inv ag,-58,63,4,15,-10,10,4,-2
LMP1 NFkB inh,-26,55*,-1,-3,-9,-9,2,6
NR2F2 inh,-26,15,-5,6,-10,4,0,-3
TROY signal inh,-11,0,-17,-20,-2,-24,-2,-23
NCOA2 inhibitor,-18,3,3,4,12,-1,-13,-14
TLR9-MyD88 block,.,11,7,1,5,-1,0,-4
Vif inh,-8,-2,-3,-4,11,-12,-4,-4
TRAIL sens C8,-11,22,-3,0,-15,-3,-6,-9
SRC1 inh,-57,20,-22,5,-24,-5,9,-12
NCOA3 inh,-39,61,-4,0,4,17,-8,13

Next part, starting with the last four of the part before.
21	CCOc1ccc(CC(=O)Nc2c3c(nn2C(C)(C)C)CS(=O)(=O)C3)cc1
22	Cc1ccccc1CNC(=O)c1ccc(CSCc2ccccc2)cc1
23	Cc1cc(NC(=O)COC(=O)c2oc3c(ccc4ccccc43)c2C)no1
24	Cn1c(=S)ccc2ccccc21
25	O=c1c(/C=N/O)coc2ccc3ccccc3c12
26	COc1ccc(OCCNC(=O)Nc2cc(F)c(F)cc2Cl)cc1
27	C/C(CC(=O)Nc1ccc(Br)cc1)=N\NC(=O)c1cccc(O)c1
28	COC(=O)C[C@@H]1C=C[C@@H](NC(=O)CN(C)C)[C@@H](CO)O1
29	O=C1CCN(Cc2ccccc2)CCN1[C@H](COc1ccccc1)c1ccccc1
30	Cc1cc2ccccc2n1CCNC(=O)c1cccs1
31	Cc1ccc(S(=O)(=O)N2[C@@H](CO)CO[C@H]2CC(=O)OCc2ccccc2)cc1
32	CCOc1cc(NC(=O)c2cccs2)c(OCC)cc1NC(=O)CCC(=O)NCCN1CCOCC1

entry no.,21,22,23,24,25,26,27,28,29,30,31,32
NOD2 RIPK2 PPI,0,-8,-11,7,-5,3,-4,-11,-3,-6,-7,3
LRH-1 inv ag,-10,10,4,-2,12,-19,-17,-11,2,-82,17,2
LMP1 NFkB inh,-9,-9,2,6,-6,4,6,.,3,-12,.,1
NR2F2 inh,-10,4,0,-3,1,-8,-14,4,1,-10,1,18
TROY signal inh,-2,-24,-2,-23,-10,5,-4,.,0,10,.,16
NCOA2 inhibitor,12,-1,-13,-14,-34,10,-11,-13,4,-30,-15,-10
TLR9-MyD88 block,5,-1,0,-4,-2,-3,-4,.,-5,10,.,2
Vif inh,11,-12,-4,-4,0,-5,4,.,-1,0,.,-2
TRAIL sens C8,-15,-3,-6,-9,-6,17,-9,16,-5,5,-10,-1
SRC1 inh,-24,-5,9,-12,-14,1,-17,.,1,-33,.,0
NCOA3 inh,4,17,-8,13,6,11,-27,.,8,-59,.,23

33	CC(C)(C)[C@H]1COC(=O)CCCC/C=C\C[C@H](CC(=O)NCCO)C(=O)N1
34	COc1ccc2nc(SCC(=O)Nc3cc(OC)c(OC)cc3C(=O)O)c(C)cc2c1
35	CC(OC(=O)C1CCCCC1)c1nc2ccccc2[nH]1 (stereo not drawn)
36	COc1cc(OC)c(C(=O)OCC(=O)NC2CCCCCCC2)cc1OC
37	O=C(CNC(=O)c1ccccc1Cl)N/N=C/c1ccc2c(c1)OCO2
38	O=C(CN1CCN(S(=O)(=O)c2ccccc2)CC1)NCCc1ccccc1
39	COc1ccc2c(=O)c3c(=O)n(Cc4ccco4)c(C(C)C)nc3oc2c1
40	COC(=O)c1c(NC(=O)CN2CCN(S(=O)(=O)c3ccccc3[N+](=O)[O-])CC2)sc2c1CCC(C)C2 (stereo not drawn)
41	COc1ccc(C(=O)c2c(N)sc3c2CCN(C(=O)OC(C)(C)C)C3)cc1
42	CCOc1ccc2[nH]c(=O)c(C(c3nnnn3CC3CCCO3)N3CCc4ccccc4C3)cc2c1 (stereo not drawn)
43	CCOC(=O)C1=C(CNCCc2ccc(Cl)cc2)NC(=O)NC1c1ccc2c(c1)OCO2 (stereo not drawn)

entry no.,33,34,35,36,37,38,39,40,41,42,43
NOD2 RIPK2 PPI,-92,-2,6,-2,-5,0,-2,0,2,-4,0
LRH-1 inv ag,-3,2,7,9,-12,1,11,21,-2,1,-22
LMP1 NFkB inh,22,-23,13,-3,-13,-12,1,13,.,-4,-3
NR2F2 inh,-11,8,15,16,-10,-7,-2,5,19,23,8
TROY signal inh,-13,-3,-7,-27,0,11,29,23,12,-10,-1
NCOA2 inhibitor,-22,6,9,18,2,-26,16,3,22,10,-36
TLR9-MyD88 block,-2,3,-1,2,2,-5,-9,4,.,-3,-7
Vif inh,-2,4,-23,-4,7,8,2,-2,1,-6,-5
TRAIL sens C8,3,-11,-9,-1,-8,-1,8,2,-7,-15,-9
SRC1 inh,15,6,3,-5,-27,4,-5,-7,6,-29,-17
NCOA3 inh,9,16,21,4,-11,5,14,3,18,15,9

Screening data: PubChem, several laboratories

Not all compounds are listed. The share of hits here may be higher or lower than overall.
